FBPA coupling cs – coupling enzyme interference in Giardia aldolase counter-screen; coupling enzyme system counterscreen, AmpLite Red fluorescence; activity change, negative = inhibition, % at 58.2 µM, hits read low; actives 0.67% (n = 290,000); AID 2472; in the data active = activity change below about -30%; note: % is set by controls: 0 for no effect and ±100 for the full control effect
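Compounds tested against the coupling enzymes alone at 57.5 uM final; readout was AmpLite Red fluorescence (525/598 nm) after 20 min at RT.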
Menin-MLL TR inh – inhibitors of human menin-MLL interaction, mutant MLL peptide; Menin + Texas Red MLL mutant peptide, fluorescence polarization; actives 0.23% (n = 270,000); Potency, µM (titrated, usually from 61.6 µM), for the others: at the highest dose FP activity change, negative = inhibition, hits mostly inhibitors; O00255; AID 1768; active = well fitted inhibition curve with a large enough effect in the polarisation, with a control signal flat, not every such curve was filed as active; inconclusive = small, poorly fitted or top-dose-only effect, or effect the other way, or a change in a side signal; inactive = no such curve, though single readings can be large or run the other way; the % refers to the polarisation; note: potency is the fitted concentration of half-maximal effect; % of control where 0% means no effect; many of its hits are not listed in these tables
ASM inhibitor – inhibitors of human secretory acid sphingomyelinase | placental ASM, HMU-PC fluorogenic substrate, 60 min | actives 0.006% (n = 340,000) | P17405 | Potency, µM (highest dose often 57.5 µM), for the others: at the top dose activity change, negative = inhibition, most hits filed as inhibitors; note: potency is the fitted concentration of half-maximal effect
Target sequence (P17405 47-631 limits assumed): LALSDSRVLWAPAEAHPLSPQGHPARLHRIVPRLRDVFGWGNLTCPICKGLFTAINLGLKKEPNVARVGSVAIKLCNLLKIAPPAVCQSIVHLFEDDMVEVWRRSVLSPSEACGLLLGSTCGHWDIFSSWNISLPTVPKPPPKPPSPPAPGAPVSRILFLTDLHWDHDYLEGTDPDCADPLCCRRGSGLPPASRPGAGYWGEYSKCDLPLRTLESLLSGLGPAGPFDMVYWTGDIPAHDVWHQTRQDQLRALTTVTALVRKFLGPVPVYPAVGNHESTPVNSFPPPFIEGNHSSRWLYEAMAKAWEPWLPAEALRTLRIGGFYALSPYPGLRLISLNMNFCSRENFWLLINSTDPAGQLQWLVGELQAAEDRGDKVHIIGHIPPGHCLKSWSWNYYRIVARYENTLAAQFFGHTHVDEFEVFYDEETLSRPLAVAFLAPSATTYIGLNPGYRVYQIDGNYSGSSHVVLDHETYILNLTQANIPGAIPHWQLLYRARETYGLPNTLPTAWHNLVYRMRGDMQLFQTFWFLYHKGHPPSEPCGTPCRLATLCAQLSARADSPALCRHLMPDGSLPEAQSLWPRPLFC
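Human placenta-derived ASM enzyme was preincubated with compound for 10 minutes at room temperature, then given fluorogenic substrate HMU-PC0 (9 uM final) for 60 minutes at 37 °C; a pH 10 stop preceded fluorescence reading at Ex 386/Em 447 nm.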
TSG101-PTAP inh – blocks PTAP/TSG101 interaction to inhibit HIV-1 budding; Q99816; Fluorescence polarization, FITC-PTAP peptide / Tsg101 binding; Potency, µM (series often up to 115 µM), inactives show at the top dose activity change, negative = inhibition, hits mostly inhibitors; 340,000 tested, under 10 active; active = well fitted inhibition curve with a large enough effect in the main read-out, with a control signal flat, not every such curve was filed as active; inconclusive = small, poorly fitted or top-dose-only effect, or effect the other way, or a change in a side signal; inactive = no such curve, though single readings can be large or run the other way; note: potency is the fitted concentration of half-maximal effect; % of control where 0% means no effect
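Fluorescence anisotropy tracks displacement of a FITC-tagged PTAP peptide (50 nM) from the Tsg101 binding domain (10 uM), following a 20 min room-temperature incubation at pH 7.5.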
B2AR arrestin – recruits beta-arrestin to the human beta2-adrenergic receptor; Potency, µM (doses to about 46.1 µM), inactives show at the top dose activation, hits mostly activators; beta-arrestin recruitment to beta2AR, cell-based reporter; P07550; actives 0.02% (n = 330,000); AID 492947;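 note: potency is the fitted concentration of half-maximal effect; 0% = DMSO controls and full agonism = EC100 isoproterenol or metaproterenol; nearly all actives have a fitted effect of over 65% in size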
Giardia killer – Giardia lamblia killing; Giardia lamblia trophozoite viability; activity change, % at 7.66 µM, hits read low; actives 0.15% (n = 340,000); in the data active = activity change below about -80%; inconclusive = between about -30% and that limit;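 note: parasites exposed to compound for two days anaerobically before the ATP read; % is set by controls: 0 for no effect and ±100 for the full control effect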
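Giardia lamblia trophozoites (100 cells/well) were incubated with compounds for 48 h at 37 deg C under anaerobic conditions. Viability was read as ATP content by one-step luminescence after 15-30 min at room temperature.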
Chronic BCR inh – blocks chronic active B-cell receptor signaling; ABC-DLBCL IkBa-CBG/CBR reporter, luminescence ratio, 4 h; Potency, µM (titrated, usually from 46.1 µM), for inactives: top-dose ratio change, negative = lower green/red ratio, actives largely listed as inhibitors; actives 0.05% (n = 340,000); AID 493014; active = well fitted inhibition curve with a large enough effect in the signal ratio, with a control signal flat, not every such curve was filed as active; inconclusive = small, poorly fitted or top-dose-only effect, or effect the other way, or a change in a side signal; the % refers to the signal ratio;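 note: potency is the fitted concentration of half-maximal effect; plate controls were basal doxycycline-induced cells for no effect and cells given 10 µM MG132 for full effect; MG132 reads +100%, hits lower the ratio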
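TMD8 ABC-DLBCL cells carrying doxycycline-inducible green luciferase fused to IkappaBalpha plus unfused red luciferase were exposed to compounds (up to 46 uM) for 4 hrs at 37C. Activity came from the overlap-corrected green/red luminescence ratio.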
GALK inh – galactokinase (human) inhibition; P51570; Potency, µM (doses to about 57.5 µM), without a hit: top-dose activity change, negative = inhibition, actives largely listed as inhibitors; AID 1868; Purified GALK, Kinase-Glo residual ATP luminescence; actives 0.007% (n = 270,000); note: potency is the fitted concentration of half-maximal effect; % is set by controls: 0 for no effect and ±100 for the full control effect
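ATP-depletion format; final 35 uM ATP, 100 uM D-galactose, 5 nM enzyme; pH 8.0 HEPES/Mg2+ buffer; 60 min RT; luminescence read 10 min after detection reagent.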
PKM2 act – activators of human pyruvate kinase M2; P14618; purified PKM2, Kinase-Glo ATP luminescence, activation; response scale: 0% is enzyme alone, no compound; Potency, µM (highest dose often 57.5 µM), for inactives: at the highest dose activation, most hits filed as activators; actives 0.34% (n = 260,000); note: potency is the fitted concentration of half-maximal effect; % is set by controls: 0 for no effect and ±100 for the full control effect; nearly all actives have a fitted effect of over 55% in size
Target sequence (P14618 whole entry, looked up): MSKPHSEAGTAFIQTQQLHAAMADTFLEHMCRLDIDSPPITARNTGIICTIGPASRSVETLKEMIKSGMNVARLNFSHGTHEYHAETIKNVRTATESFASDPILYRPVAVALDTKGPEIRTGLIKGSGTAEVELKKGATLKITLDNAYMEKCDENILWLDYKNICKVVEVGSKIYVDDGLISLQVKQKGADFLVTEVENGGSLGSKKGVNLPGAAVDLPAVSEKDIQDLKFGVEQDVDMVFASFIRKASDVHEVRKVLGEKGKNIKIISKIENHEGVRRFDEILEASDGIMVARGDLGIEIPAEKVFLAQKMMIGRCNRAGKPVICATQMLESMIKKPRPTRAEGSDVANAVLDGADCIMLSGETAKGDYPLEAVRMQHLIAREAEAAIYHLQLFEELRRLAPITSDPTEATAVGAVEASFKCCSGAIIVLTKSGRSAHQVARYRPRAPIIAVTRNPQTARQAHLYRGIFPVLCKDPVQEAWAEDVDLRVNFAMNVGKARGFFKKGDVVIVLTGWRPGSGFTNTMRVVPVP
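Purified hPK-M2 (>95% pure) converted ADP (0.1 mM final) to ATP with 0.5 mM PEP in 50 mM imidazole pH7.2, KCl, MgCl2, Tween 20, BSA; 1 h at room temperature. ATP detected by Kinase-Glo luminescence.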
Tb PFK block – T. brucei PFK enzyme inhibition. T. brucei PFK, ADP-Glo luminescence. Potency, µM (doses to about 57.5 µM), inactives show at the highest dose activity, negative = inhibition, most hits filed as inhibitors. O15648. AID 485367. actives 0.17% (n = 330,000);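 note: potency is the fitted concentration of half-maximal effect; 0% = uninhibited 1x PFK enzyme wells and -100% = no-enzyme wells; nearly all actives have a fitted effect of over 60% in size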
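ADP-Glo luminescence quantified ADP after 45 min at room temperature, with 1.25 nM T. brucei PFK, 0.1 mM ATP and 0.5 mM fructose-6-phosphate in pH 8.0 TEA buffer. qHTS titrations up to 57 µM; curves classified by quality.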
a7 integrin act – activators of alpha7 integrin expression for muscular dystrophy | Potency, µM (doses to about 38.3 µM), without a hit: at the top dose activation, usual class: activators | actives 0.064% (n = 350,000) | alpha7betagal myoblasts, beta-gal FDG fluorescence, 48 h | AID 624291;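 note: potency is the fitted concentration of half-maximal effect; 100% = response of the positive control SU9516; nearly all actives have a fitted effect of over 60% in size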
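Alpha7betagal+/- myoblasts (passage 13) were plated 16-24 hr, then exposed to compounds (1:260 dilution of DMSO stock) for 48 hours at 37C. After MPER lysis, β-galactosidase reporter activity was read as FDG fluorescence (ex 480/em 540) after 30 minutes.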
The depositor's hits bear a star; u = inconclusive; x = not tested or not shown; [ ] = dose if it differs, or a comment. Unless noted, calls come from the whole dose curve; as a rule, active = well fitted curve in the direction sought with a large enough effect; inconclusive = small, poorly fitted or top-dose-only effect, or another doubt; inactive = no such curve, though single readings can be large; an effect the other way counts as inactive or inconclusive. Some of the compounds tested; count on the stated rates, not on these rows.

SMILES	FBPA coupling cs	Menin-MLL TR inh	ASM inhibitor	TSG101-PTAP inh	B2AR arrestin	Giardia killer	Chronic BCR inh	GALK inh	PKM2 act	Tb PFK block	a7 integrin act
COc1cccc(CNCC(=O)NC(=O)NC2CCCC2)c1	x	x	-1%	-4%	-0.9%	33[activator]	-2%	x	x	-6%	8%
CCOc1ccc(S(=O)(=O)N2c3ccccc3CC2C)cc1 (centres undefined)	1	7%	-4%	-3%	0.0%	-14	u	0%	-13%	-5%	-25%
NC(=O)c1nn(-c2ccc(Oc3ccccc3)cc2)c(=O)cc1O	8	10%	-1%	-2%	-0.1%	-13	-18%	0%	5%	0%	u
O=C(NCCS(=O)(=O)c1ccc(Br)cc1)c1ccccc1	1	-11%	2%	-5%	0.3%	16	0%	5%	-4%	-3%	21%
COCC(C)n1c(C)cc(C(=O)COC(=O)c2nc3nc(C)cc(C)n3n2)c1C (centres undefined)	7	0%	0%	-6%	-0.2%	14	0%	2%	-5%	-1%	-8%
CC(C)C(NC(=O)c1ccccc1F)C(=O)Nc1nccs1 (centres undefined)	0	0%	-3%	-2%	0.1%	10	0%	0%	2%	1%	-15%
O=C(CSc1nnnn1-c1ccc(F)cc1)Nc1ccccc1F	6	19%	7%	-4%	-0.3%	-3	u	0%	5%[11.5 µM]	0%	30%
CCOC(=O)c1sc(C)c2c(=O)n(Cc3ccc(Cl)cc3)c(C)nc12	1	-3%	-6%	-1%	0.2%	-9	0%	-3%	2%	1%	0%
COc1ccc2occ(C(C)=O)c2c1	3	1%	8%	4%	0.0%	-16	-4%	1%	3%	1%	13%
COc1ccccc1-c1nnc2sc(-c3ccc(N(C)C)cc3)nn12	2	-5%	x	0%	-0.4%	-19	u	2%	-1%	0%	-40%
Cc1ccc(NC(=O)CSc2nn(-c3ccccc3)c(=S)s2)cc1S(=O)(=O)N(C)C	1	u	-9%	-2%	-0.7%	-4	u	-3%	0%	1%	-27%
C/C=C/c1ccc(OCCCCN2C(=O)NC(C)(C)C2=O)c(OC)c1	0	13%	0%	-1%	-0.1%	-8	-1%	1%	8%	3%	3%
O=C(COc1ccccc1F)Nc1ccc2[nH]c(=O)[nH]c2c1	x	x	-1%	-1%	0.1%	-18	3%	x	x	-10%	5%
N#Cc1ccc(CSc2nnc(Cc3cccs3)n2Cc2ccco2)cc1	-7	10%	1%	-1%	1.0%	-15	-1%	0%	u	u	-28%
COc1cc(OC)cc(C(=O)NC(=S)Nc2ccc3c4c(cccc24)CC3)c1	-2	u	-1%	0%	0.2%	-10	1%	0%	-5%	0%	5%
COc1ccc2oc(/C=C/N(C)C)c(C(=O)c3ccc(Cl)cc3)c2c1	-5	u	-11%	0%	-0.5%	-4	15%	-1%	-7%	-1%	-11%
CC(C)(C)c1ccc(-n2ncc3c2CCCC3NC(=O)c2cnccn2)cc1 (centres undefined)	1	10%	-3%	-8%	6.0%	-3	-1%	7%	0%	-5%	-11%
CCCN1CCCc2ccccc21	-10	25µM*	4%	-2%	0.1%	0	11%	2%	-6%	-1%	-49%[inhibitor]
CCc1ccc(NC(=O)C2CCCN(S(=O)(=O)c3c(C)[nH]c(=O)[nH]c3=O)C2)cc1 (centres undefined)	3	3%	-3%	-1%	-1.1%	-21	-24%	3%	-2%	-2%	-14%
CN(C)/C=C1\C(=O)ON=C1c1ccccc1	6	-4%	2%	-2%	-1.4%	6	u	12%	-1%	-3%	0%
CCCc1cc(=O)oc2cc(OCC(=O)OC)cc(OCC(=O)OC)c12	0	24%	x	x	-0.3%	x	-3%	-3%	-3%	5%	x
S=c1[nH]nc(-c2ccccc2)n1/N=C/c1ccc(-c2ccccc2Cl)o1	4	u	-18%	1%	-0.1%	-20	u	1%	2%	1%	1%
COc1ccc(-c2ocnc2C(=O)N2CCN(C(=O)C(c3ccccc3)c3ccccc3)CC2)cc1	9	-14%	-1%	1%	0.0%	-5	u	2%	-2%	-4%	7%
O=C(O)CCNc1ccc2c(c1)OCCO2	-41*	u	10%	-6%	-0.9%	20	u	-2%	3%	1%	30%
Cc1sc2ncn(CC(=O)OC(C)C)c(=O)c2c1C	1	-7%	x	x	0.8%	x	u	-3%	-6%	2%	x
SMILES	FBPA coupling cs	Menin-MLL TR inh	ASM inhibitor	TSG101-PTAP inh	B2AR arrestin	Giardia killer	Chronic BCR inh	GALK inh	PKM2 act	Tb PFK block	a7 integrin act
Cc1ccc(CN2CCN(C(=O)C3CCC3)CC2)cc1	1	2%	4%	-3%	-0.4%	-6	-6%	-3%	-5%	-2%	7%
COc1ccc(Cc2nnc(SCC(=O)NC3(C#N)CCCCC3)n2N)cc1	x	x	-2%	-2%	-0.1%	-30	9%	x	x	0%	6%
COc1ccc(C(C)NC(=O)c2ccncc2)cc1OC (centres undefined)	1	10%	0%	0%	-0.2%	17	1%	4%	-1%	-5%	-11%
COc1ccc(C2=NOC(C(=O)Nc3cc(C)nn3-c3ccccc3)C2)cc1OC (centres undefined)	0	-9%	3%	-1%	-0.8%	31[activator]	4%	0%	6%	3%	-5%
O=C1CC(SCc2nc3ccccc3[nH]2)C(=O)N1c1ccc(Cl)cc1 (centres undefined)	1	-2%	5%	-8%	0.5%	-4	-10%	-1%	14%	-1%	-16%
CC(=O)c1cc2c(cc1NS(=O)(=O)c1ccc(F)cc1)OCO2	-10	7%	2%	-5%	-0.2%	-13	-1%	1%	19%	2%	3%
COc1ccc(Br)c(C(=O)Nc2cccc(Cl)c2Cl)c1	-2	-3%	-2%	-2%	-0.1%	-19	u	-1%	-1%	-2%	u
CC(NC(=O)NC1CCCCC1)c1ccccc1 (centres undefined)	5	-12%	3%	-6%	-2.4%	8	1%	2%	7%	1%	18%
CCOC(=O)N1CCC(N2C(=O)c3ccccc3C2Nc2cc(C)cc(C)c2)CC1 (centres undefined)	5	x	-2%	-1%	-0.9%	-4	-6%	-3%	0%	-5%	6%
CN1C(=O)/C(=C/c2ccc(OCc3ccc(C(=O)O)cc3)c(Cl)c2)NC1=S	-1	u	-3%	-4%	0.4%	-4	0%	-5%	7%	-10%	4%
CC(=O)c1nc(-c2ccccc2)sc1C	3	-2%	-1%	-2%	-0.6%	3	8%	-1%	0%	2%	0%
O=C(NCc1ccccc1)NC(=O)c1ccccc1F	-1	6%	-3%	-5%	0.4%	-1	0%	-1%	-3%	1%	-2%
CC(NC(=O)CCCC1CCCCC1)c1ccc(S(N)(=O)=O)cc1 (centres undefined)	3	2%	6%	-4%	-0.8%	-8	6%	5%	1%	0%	5%
CCOC(=O)N1CCN(c2c(NCc3ccccc3OC)c(=O)c2=O)CC1	0	-1%	-1%	-1%	0.1%	22	9%	1%	-3%	-2%	5%
Cc1cc(Br)ccc1NC(=O)CNC(=O)CN1C(=O)NC2(CCCCCC2)C1=O	6	7%	-1%	-4%	-0.2%	1	-1%	2%	3%	-3%	-30%
Cc1ccc(C)c(NC(=O)COC(=O)CNC(=O)C2CCCCC2)c1	x	x	0%	0%	-0.2%	-1	1%	x	x	-17%	-11%
COc1ccccc1CN(C)CC(=O)NC1CCCc2ccccc21 (centres undefined)	2	u	2%	-2%	-1.1%	-10	-5%	-1%	6%	-1%	-10%
Cc1cc(NC(=O)COc2cccc(Oc3ccccc3)c2)no1	-1	-28%	-3%	4%	-0.2%	7	u	1%	3%	-14%	-10%
COCCCNC(=O)[C@H]1N2C(=O)c3ccccc3C2SC1(C)C (some centres undefined)	1	0%	-1%	-1%	0.3%	2	8%	-2%	x	2%	0%
O=C(C[n+]1ccccc1)N/N=C/c1cccs1	0	7%	-1%	0%	0.2%	17	-5%	0%	x	0%	4%
O=C(CSc1nc2ccccc2c(=O)n1Cc1ccco1)N1CCCCCC1	4	-4%	-2%	-6%	0.0%	-3	10%	-2%	10%	-1%	-5%

3 entries from above, ordered by molar mass, descending:
SMILES	FBPA coupling cs	Menin-MLL TR inh	ASM inhibitor	TSG101-PTAP inh	B2AR arrestin	Giardia killer	Chronic BCR inh	GALK inh	PKM2 act	Tb PFK block	a7 integrin act
CC(NC(=O)CCCC1CCCCC1)c1ccc(S(N)(=O)=O)cc1 (centres undefined)	3	2%	6%	-4%	-0.8%	-8	6%	5%	1%	0%	5%
COc1ccccc1CN(C)CC(=O)NC1CCCc2ccccc21 (centres undefined)	2	u	2%	-2%	-1.1%	-10	-5%	-1%	6%	-1%	-10%
CC(NC(=O)NC1CCCCC1)c1ccccc1 (centres undefined)	5	-12%	3%	-6%	-2.4%	8	1%	2%	7%	1%	18%

From PubChem
